LGR2 antag – inhibitors of bursicon-induced Drosophila LGR2 receptor cAMP signaling; HEK293 LGR2, CRE-luciferase, bursicon-stimulated, 4 h; inhibition, % at 9.99 µM; hit rate 0.35% among 380,000;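 active = drop in luminescence signal, shown as inhibition above about 50% in the replicate tests, limit read from the data, passing the limit was not always enough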;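 also: agonist challenge used bursicon conditioned medium at about half maximal strength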
Cneo AK release – Cryptococcus neoformans lysis via adenylate kinase release | C. neoformans lysis, adenylate kinase release luminescence, 4 h; normalised: neutral wells 0, clomiphene wells 100 | lysis activity, % at 15 µM | hit rate 0.2% among 360,000 | AID 651654;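 active = mean lysis activity across replicates of at least 80%, whatever share of replicates individually reach that level; inactive = mean lysis activity below 80%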
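Material – log-phase Cryptococcus neoformans yeast cells · Input – 5 × 10^6 yeast cells/mL · Medium – fresh YPD growth medium · Doses – single compound concentration per well · Timing – static 4 h at 37 °C with compound, 1 h detection · Detection – adenylate kinase release luminescence · Read-out – signal increase indicating cell lysis · Control set – Clomiphene as positive lysis control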
EWS-Fli inh – inhibitors of EWS/Fli oncoprotein transcriptional activity; hit rate 0.67% among 350,000; A673 NR0B1-luciferase reporter, viability-normalised; inhibition, % at 12.6 µM;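 active = mean inhibition of at least 50% after viability correction, with every replicate also passing that limit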;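 also: firefly luciferase signal divided by Alamar Blue viability fluorescence both relative to DMSO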
PAX8 inh HTS – PAX8 transcriptional activity inhibition | RMG-I TPO-luciferase reporter, SteadyGlo, 24 h | hit rate 1.2% among 360,000 | inhibition, % at 12.6 µM | AID 652154;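 active = mean replicate inhibition at least 60% with every replicate also reaching 60%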;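 also: luciferase light reporting Pax8 driven TPO promoter activity; plate controls were median of neutral control wells for no effect and mitoxantrone controls for full effect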
PGC1a acetyl inh – lowers PGC1a acetylation signal in U2OS cells; inhibition, % at 15.6 µM; AID 651687; hit rate 0.17% among 350,000; AlphaScreen anti-acetyl-lysine; with virally co-expressed GCN5 acetyltransferase;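 active = every replicate shows inhibition of at least 40%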;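 also: 0% = neutral control wells and 100% = positive control wells; some results beyond the cut were filed as inactive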
miR122 inh – blocks miR-122 activity in Huh7 sensor cells; Huh7 miR-122 Renilla luciferase sensor, 48 h; neutral wells = 0, positive control = 100; activation (reporter increase), % at 12.5 µM; hit rate 0.3% among 340,000;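 active = mean replicate activation score at least 90 and every replicate individually at or above 90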;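 also: higher luciferase means less miR-122 activity so hits act as miR-122 inhibitors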
FN deposit inh – fibronectin deposition inhibition; hit rate 0.086% among 350,000; inhibition, % at 12.6 µM; AH1F fibroblasts, Alexa488-fibronectin deposition fluorescence, overnight; AID 743247;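 active = mean inhibition across replicates of 30% or more, regardless of how many single replicates reach that level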;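 also: positive control wells lacked labelled fibronectin entirely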
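material = AH1F fibroblast monolayer depositing Alexa488-labelled fibronectin into matrix | amount = 10000 AH1F cells/well | buffer or medium = DMEM plus 2% serum, read in PBS | incubation = 1 h cell adhesion before compound, then overnight fibronectin incubation | detection = fluorescence at 485 nm excitation, 525 nm emission | evaluation = percent inhibition as loss of matrix-bound fibronectin fluorescence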
CASP6 VEID inh – inhibitors of human caspase-6 | AID 686996 | inhibition, % at 12.5 µM | purified caspase-6, Z-VEID-R110 cleavage fluorescence | hit rate 0.53% among 350,000;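 active = mean inhibition across replicates at least about 35%, with every replicate also reaching that limit, limit read from the data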;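 also: 0% = median of neutral control wells and 100% = no fluorescence left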
Target sequence (P55212 24-179 limits assumed): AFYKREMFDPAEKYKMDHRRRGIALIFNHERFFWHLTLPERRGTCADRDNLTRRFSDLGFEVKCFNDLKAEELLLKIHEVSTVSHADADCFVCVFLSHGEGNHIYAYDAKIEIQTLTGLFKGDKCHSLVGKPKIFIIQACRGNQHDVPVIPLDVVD
Target sequence (P55212 194-293 limits assumed): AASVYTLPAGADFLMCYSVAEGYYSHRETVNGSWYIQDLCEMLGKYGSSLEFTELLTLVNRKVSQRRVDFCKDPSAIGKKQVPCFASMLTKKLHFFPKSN
An asterisk follows results filed as active; · = not tested or not shown; [ ] = another dose, or the depositor's remark.

Values in the order – LGR2 antag	Cneo AK release	EWS-Fli inh	PAX8 inh HTS	PGC1a acetyl inh	miR122 inh	FN deposit inh	CASP6 VEID inh
(1) CC(C)NC(=O)N(C)C[C@H]1Oc2cc(-c3cccnc3)ccc2S(=O)(=O)N([C@@H](C)CO)C[C@H]1C
    -1	-2	-18	·	·	-6[16.7 µM]	5	-2
(2) COc1ccc2c3c([nH]c2c1)[C@H](CO)N(C(=O)NC(C)C)CC31CCN(C(=O)c2cnccn2)CC1
    -3	·	4	-6	-17	·	-2	0
(3) COc1ccc2c(c1)C=C(C(=O)NCc1ccc(Cl)cc1)CO2
    ·	2	·	·	1	0	-1	·
(4) OC(CN1c2ccccc2Sc2ccccc21)Cn1nnc2ccccc21 (configuration not stated)
    ·	0	·	-21	-76	-4	-1	·
(5) CC(C)(C)c1ccc(CC(=O)N2CCC2(C)C(=O)NS(=O)(=O)c2cccc(F)c2)cc1 (configuration not stated)
    -12	-2	6	5	6	-2	4	0
(6) Cn1nc(C(=O)N2CCN(c3cccc(Cl)c3)CC2)c2c1-c1ccccc1S(=O)(=O)C2
    6	11	-5	12	·	·	-1	0
(7) CCCNC(=O)N1[C@H](CO)[C@H](c2ccc(/C=C/c3ccccc3)cc2)[C@@H]1C#N
    -9	-2	-13	1	4	·	12	0
(8) C[C@@H]1CCCCO[C@@H](CN(C)Cc2ccccc2)[C@@H](C)CN([C@H](C)CO)C(=O)c2cc(NC(=O)NC3CCCCC3)ccc2O1
    -5	0	-2	-7	3	13[16.7 µM]	·	-1
(9) COc1cccc(/C=N/NC(=O)Cn2nc(C)c([N+](=O)[O-])c2C)c1O
    21	3	-5	28	9	-1	3	0
(10) COCC(=O)Nc1ccc2c(c1)C(=O)N(C)[C@H]1CC[C@@H](CC(=O)N3CCc4ccccc4C3)O[C@@H]1CO2
    0	·	-6	-19	2	15[16.7 µM]	0	·

(more compounds)
Values in the order – LGR2 antag	Cneo AK release	EWS-Fli inh	PAX8 inh HTS	PGC1a acetyl inh	miR122 inh	FN deposit inh	CASP6 VEID inh
(11) Cn1c(=O)c2c(nc(SCC(=O)OCc3ccccc3)n2C)n(C)c1=O
    ·	4	·	·	-4	1	0	·
(12) O=C(CN1C(=O)S/C(=C/c2ccccn2)C1=O)N1CCOCC1
    -5	0	4	6	3	-6	-6	·
(13) CS(=O)(=O)c1ccc(Cl)c(NC(=O)CCl)c1
    -5	·	10	19	-32	·	-7	0
(14) CCCCn1c(=O)n(CC(=O)Nc2c(CC)cccc2CC)c(=O)c2c1nc(CO)n2CCC
    -4	5	·	·	32	0	·	·
(15) C[C@H]1CN([C@@H](C)CO)C(=O)c2ccccc2-c2ccccc2CO[C@@H]1CN(C)C(=O)CCN(C)C
    -3	-1	3	-33	2	·	-9	-1
(16) CN1C(=O)CC(C(=O)Nc2ccc(F)cc2)SC1=Nc1ccc2c(c1)OCO2 (configuration not stated)
    ·	10	·	·	1	-3	3	·
(17) C=C(C)C(=O)O[C@H]1C/C(C)=C\C(=O)/C=C(\C)[C@H](O)[C@@H]2OC(=O)C(=C)[C@@H]21
    -8	-2	74*	32	·	·	-5	5
(18) Cc1ccc(SCC(=O)NC(=O)NC(C)C)c(C)c1
    -11	·	-11	4	-1	·	-3	0
(19) CC(C)(O)C#Cc1ccc(C(=O)N2CCC(C(N)=O)(N3CCCCC3)CC2)o1
    22	-3	6	-8	-1	·	-1	2
(20) Cc1ccc(NC(=O)CCC(=O)N2CCC(c3ccccc3)=N2)cc1S(=O)(=O)N1CCCCC1
    -8	0	17	14	-23	-1	-4	-1

Carrying on.
Values in the order – LGR2 antag	Cneo AK release	EWS-Fli inh	PAX8 inh HTS	PGC1a acetyl inh	miR122 inh	FN deposit inh	CASP6 VEID inh
(21) CCOC(=O)c1c(C)[nH]c(C(=O)COC(=O)c2oc3ccc(OC)cc3c2C)c1C
    ·	5	·	-3	-43	5	-7	·
(22) CCCCN(C1CCS(=O)(=O)C1)S(=O)(=O)c1ccc(OC)c(OC)c1 (configuration not stated)
    -3	-2	1	-12	-6	·	-18	0
(23) COC(=O)N(C)C[C@@H]1OCc2cn(nn2)CCCC(=O)N([C@@H](C)CO)C[C@@H]1C
    -7	·	4	-14	1	-6[16.7 µM]	5	·
(24) CC1(C(=O)NS(=O)(=O)Cc2cccc(Cl)c2)CCN1C(=O)Cc1ccc(-c2ccccc2)cc1 (configuration not stated)
    11	0	-4	-3	1	3	2	3
(25) O=C(C[C@H]1CC[C@H]2[C@@H](COC[C@H](O)CN2Cc2ccc(Oc3ccccc3)cc2)O1)N1CCOCC1
    -1	-7	10	17	-10	-8[16.7 µM]	-5	0
(26) COCCNC(=O)C[C@H]1CC[C@@H]2[C@H](COc3ccc(NC(=O)Nc4cccc(F)c4)cc3C(=O)N2C)O1
    13	0	-9	-9	-3	-6[16.7 µM]	9	13
(27) CO[C@@H](CN(C)C(=O)C1CC1)[C@H](C)CN(C(=O)Nc1ccc(C(F)(F)F)cc1)[C@@H](C)CO
    -5	-1	-2	6	5	·	-3	2
(28) CCC(=O)Nc1ccc2c(c1)OC[C@@H](C)N(Cc1ccccc1OC)C[C@H](C)[C@H](OC)CN(C)C2=O
    27	3	-3	-7	-2	·	7	-2
(29) CCOc1ccc(S(=O)(=O)N2CCN(c3ccccn3)CC2)cc1
    -8	-1	7	11	4	1	10	-1
(30) CC(C)C(C)(C#N)NC(=O)CN1C(=O)NC2(CCCc3ccccc32)C1=O (configuration not stated)
    5	0	6	3	-3	-1	8	-1

31	Cc1noc(C)c1NC(=O)Nc1cccc2c1O[C@@H](CN(C)C(=O)NC(C)C)[C@H](C)CN([C@H](C)CO)C2=O
32	COc1ccc(CCNC(=O)COC(=O)Cc2cc(OC)c(OC)c(OC)c2)cc1
33	Cc1c(CC(=O)O)c(=O)oc2c(C)c3occ(-c4ccc(F)cc4)c3cc12
34	C[C@@H]1CN([C@H](C)CO)C(=O)Cc2cc(NC(=O)NC3CCCCC3)ccc2O[C@H]1CN(C)S(=O)(=O)c1ccccc1
35	CCN(CC)S(=O)(=O)c1cccc(NC(=O)COC(=O)c2cc(C)oc2C)c1
36	CCC(=O)Nc1ccc2c(c1)OC[C@@H](C)N(C(=O)c1ccccn1)C[C@H](C)[C@H](OC)CN(C)C2=O

screen / no.	31	32	33	34	35	36
LGR2 antag	-4	-8	-4	-4	1	8
Cneo AK release	-2	·	-1	0	-1	2
EWS-Fli inh	0	-1	7	-5	·	4
PAX8 inh HTS	-32	10	0	-5	14	-14
PGC1a acetyl inh	3	·	8	-7	-6	·
miR122 inh	1[16.7 µM]	·	-2	-1[16.7 µM]	2	1[16.7 µM]
FN deposit inh	·	3	1	-9	-7	6
CASP6 VEID inh	4	-2	13	-1	3	0

37	CCOC(=O)CNC(=O)N(C)[C@H]1C[C@H]2c3[nH]c4c(-c5ccc6c(c5)OCO6)cccc4c3CCN2C(=O)[C@H]1[C@H](C)O
38	COc1cc(CN2CC3(CCN(C(=O)c4cccnc4)CC3)c3c([nH]c4cc(OC)ccc34)[C@@H]2CO)cc(OC)c1
39	COc1ccc(/C=C(\C#N)C(=O)NCCc2ccccc2)cc1OCc1ccccc1
40	Cc1ccc(C(=O)NCCSC(C)(C)C)cc1
41	O=C(CN1C(=O)c2ccccc2S1(=O)=O)Nc1cc(S(=O)(=O)N2CCCCC2)ccc1Cl
42	CCOP(=O)(Nc1cccc2oc(=O)c3ccccc3c12)OCC

screen / no.	37	38	39	40	41	42
LGR2 antag	-3	-12	1	3	32	-6
Cneo AK release	·	·	·	-1	1	-1
EWS-Fli inh	2	-14	4	·	12	5
PAX8 inh HTS	3	17	-20	·	2	-2
PGC1a acetyl inh	·	1	·	-4	·	6
miR122 inh	·	·	·	-12	38	·
FN deposit inh	1	-1	-1	·	4	-1
CASP6 VEID inh	-2	0	5	·	1	-1

43	CC(C)CC#Cc1ccc([C@@H]2[C@@H](CO)N3C(=O)CN(C(=O)Nc4cc(F)ccc4F)C[C@@H]23)cc1
44	COc1ccccc1N1CCN(c2nc(C)cc(=O)[nH]2)CC1
45	CCC(Sc1nc2ccccc2c(=O)n1CC1CCCO1)C(=O)NCc1cccnc1 (configuration not stated)
46	COCCN(C(=O)CSc1nnc(Nc2ccccc2F)s1)c1c(N)n(Cc2ccccc2)c(=O)[nH]c1=O
47	C[C@@H]1CN([C@H](C)CO)C(=O)c2c(c3ccccc3n2C)-c2ccccc2CO[C@H]1CN(C)Cc1ccc(C(=O)O)cc1
48	COC(=O)c1cc(NC(=O)Cc2cc(OC)c(OC)c(OC)c2)cc(C(=O)OC)c1

screen / no.	43	44	45	46	47	48
LGR2 antag	-4	-3	·	·	7	-7
Cneo AK release	·	1	8	0	0	-1
EWS-Fli inh	-3	-1	·	·	-10	7
PAX8 inh HTS	16	10	19	·	·	16
PGC1a acetyl inh	-6	·	·	-3	3	4
miR122 inh	·	·	5	6	·	-6
FN deposit inh	4	-2	3	-14	4	-13
CASP6 VEID inh	2	1	·	·	2	2

49	O=C(OCc1ccccn1)C1CCN(C(=O)c2ccc(Cl)cc2)CC1
50	Fc1cccc(Cc2c(-c3ccc(Cl)cc3)nc3ccc(Br)cn23)c1
51	CN(c1ccccc1C(=O)Nc1ccc2c(c1)n(C)c(=O)n2C)S(C)(=O)=O
52	CN(C)c1nc2ccccc2c(N)c1-c1ccccc1
53	O=C(Cc1ccccc1)N[C@H]1CC[C@H](CC(=O)N2CCCCC2)O[C@@H]1CO
54	Cc1cc(-c2n[nH]c(=S)n2/N=C/c2ccco2)n[nH]1
55	Cc1ccc(C(=O)NNc2c3ccccc3nc3ccccc23)cc1

screen / no.	49	50	51	52	53	54	55
LGR2 antag	5	·	0	6	-1	6	-5
Cneo AK release	·	0	-1	·	6	·	2
EWS-Fli inh	-2	-57	7	19	-7	7	-37
PAX8 inh HTS	-6	-84	0	·	-3	9	15
PGC1a acetyl inh	·	-19	-9	-16	6	·	-1
miR122 inh	-4	-2	2	14	·	·	8
FN deposit inh	12	5	-5	·	2	-2	-12
CASP6 VEID inh	-3	3	1	1	0	18	0

Part of the list above, tab-delimited.
item	SMILES	LGR2 antag	Cneo AK release	EWS-Fli inh	PAX8 inh HTS	PGC1a acetyl inh	miR122 inh	FN deposit inh	CASP6 VEID inh
49	O=C(OCc1ccccn1)C1CCN(C(=O)c2ccc(Cl)cc2)CC1	5	·	-2	-6	·	-4	12	-3
50	Fc1cccc(Cc2c(-c3ccc(Cl)cc3)nc3ccc(Br)cn23)c1	·	0	-57	-84	-19	-2	5	3
51	CN(c1ccccc1C(=O)Nc1ccc2c(c1)n(C)c(=O)n2C)S(C)(=O)=O	0	-1	7	0	-9	2	-5	1
52	CN(C)c1nc2ccccc2c(N)c1-c1ccccc1	6	·	19	·	-16	14	·	1

Assay outcomes from PubChem BioAssay.
